Giardia killer: Giardia lamblia killing; Giardia lamblia trophozoite viability; 340,000 tested, 0.15% active; AID 540267; activity change, % at 7.66 µM, hits read low; in the data active = activity change below about -80%; inconclusive = between about -30% and that limit;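 note: parasites exposed to compound for two days anaerobically before the ATP read; % is set by controls: 0 for no effect and ±100 for the full control effect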
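Trophozoite viability was measured as ATP-dependent luminescence, read 15-30 min after reagent addition. Before that, parasites at 100 cells/well were exposed to compounds for 48 h, anaerobically, at 37 deg C.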
USP2a inh: USP2a (human) protease inhibition | 330,000 tested, 0.01% active | USP2 core, Ub-CHOP2 coupled fluorogenic reporter, 485/531 | Potency, µM (doses to about 38.3 µM), for the others: top-dose activity change, negative = inhibition, usual class: inhibitors;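 note: potency is the fitted concentration of half-maximal effect; plate controls were DMSO wells for no effect and full inhibition by NEM control for full effect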
Target sequence (O75604 whole entry, looked up): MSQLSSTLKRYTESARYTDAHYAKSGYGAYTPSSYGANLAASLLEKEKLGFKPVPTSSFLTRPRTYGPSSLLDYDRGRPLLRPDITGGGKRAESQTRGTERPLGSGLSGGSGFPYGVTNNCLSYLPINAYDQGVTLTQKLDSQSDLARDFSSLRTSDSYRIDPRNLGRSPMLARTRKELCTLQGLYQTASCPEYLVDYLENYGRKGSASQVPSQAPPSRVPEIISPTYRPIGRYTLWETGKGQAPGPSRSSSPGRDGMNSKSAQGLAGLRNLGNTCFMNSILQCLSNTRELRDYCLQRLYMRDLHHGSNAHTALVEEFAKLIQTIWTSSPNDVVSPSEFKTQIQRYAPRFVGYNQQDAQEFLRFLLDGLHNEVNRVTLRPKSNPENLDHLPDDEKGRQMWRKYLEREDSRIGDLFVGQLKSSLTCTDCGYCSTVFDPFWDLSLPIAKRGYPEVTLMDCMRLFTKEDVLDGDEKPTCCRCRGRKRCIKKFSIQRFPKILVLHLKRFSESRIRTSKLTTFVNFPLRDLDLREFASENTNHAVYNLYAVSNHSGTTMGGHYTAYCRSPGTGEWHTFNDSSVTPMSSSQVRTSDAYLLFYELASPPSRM
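Deubiquitinase activity read as fluorescence (485/531 nm) after Ub-CHOP2 cleavage activates the enterokinase reporter on its substrate; USP2 core 10nM, Ub-CHOP2 and substrate 25nM each, 30min compound preincubation then 60min RT; data normalized to NEM, curves fitted.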
TRPV1 ag: activates the human vanilloid receptor TRPV1. Q8NER1. TRPV1-expressing cells, Fluo-8 calcium influx, agonist mode. activation, % at 8.33 µM. 320,000 tested, 0.19% active. AID 540275; in the data active = activation above about 80%; inconclusive = between about 30% and that limit; note: 0% is about no effect
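Cells expressing TRPV1 were dye-loaded with Fluo-8 and read kinetically: 10 s baseline, 3 min after compound (agonist portion), then 2 min after EC20 capsaicin (allosteric enhancer portion). Calcium-bound dye fluorescence at 480/520 nm.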
B2AR arrestin: agonists driving beta-arrestin recruitment to human beta2-adrenergic receptor; Potency, µM (doses to about 46.1 µM), for the others: at the top dose activation, actives largely listed as activators; AID 492947; beta-arrestin recruitment to beta2AR, cell-based reporter; 330,000 tested, 0.02% active;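 note: potency is the fitted concentration of half-maximal effect; 0% = DMSO controls and full agonism = EC100 isoproterenol or metaproterenol; nearly all actives have a fitted effect of over 65% in size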
PKM2 act: PKM2 (human) enzyme activation; AID 1631; purified PKM2, Kinase-Glo ATP luminescence, activation; response scale: 0% is enzyme alone, no compound; P14618; 260,000 tested, 0.34% active; Potency, µM (series often up to 57.5 µM), inactives show at the top dose activation, hits mostly activators; note: potency is the fitted concentration of half-maximal effect; % is set by controls: 0 for no effect and ±100 for the full control effect; nearly all actives have a fitted effect of over 55% in size
Target sequence (P14618 whole entry, looked up): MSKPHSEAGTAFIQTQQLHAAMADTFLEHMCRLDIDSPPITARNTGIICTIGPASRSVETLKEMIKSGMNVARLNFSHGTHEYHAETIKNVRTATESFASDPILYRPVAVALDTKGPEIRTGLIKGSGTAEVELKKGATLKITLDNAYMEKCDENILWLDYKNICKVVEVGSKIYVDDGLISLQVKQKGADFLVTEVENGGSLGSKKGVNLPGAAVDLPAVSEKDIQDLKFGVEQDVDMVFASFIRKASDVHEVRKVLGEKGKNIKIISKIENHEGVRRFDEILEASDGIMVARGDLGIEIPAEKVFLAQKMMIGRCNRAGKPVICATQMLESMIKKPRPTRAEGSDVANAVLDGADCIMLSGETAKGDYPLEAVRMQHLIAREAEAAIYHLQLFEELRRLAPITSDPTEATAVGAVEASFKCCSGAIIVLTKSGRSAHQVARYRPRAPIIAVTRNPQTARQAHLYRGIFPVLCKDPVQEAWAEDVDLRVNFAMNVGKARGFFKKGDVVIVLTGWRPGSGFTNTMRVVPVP
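Purified hPK-M2 (>95% pure) converted ADP (0.1 mM final) to ATP with 0.5 mM PEP in 50 mM imidazole pH7.2, KCl, MgCl2, Tween 20, BSA; 1 h at room temperature. ATP detected by Kinase-Glo luminescence.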
GALK inh: galactokinase (human) inhibition. 270,000 tested, 0.007% active. Purified GALK, Kinase-Glo residual ATP luminescence. P51570. AID 1868. Potency, µM (top dose mostly 57.5 µM), for inactives: at the highest dose activity change, negative = inhibition, actives largely listed as inhibitors; note: potency is the fitted concentration of half-maximal effect; % is set by controls: 0 for no effect and ±100 for the full control effect
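The enzyme phosphorylates galactose (100 uM) using ATP (35 uM); inhibition is detected as higher residual ATP, quantified by bioluminescence after 1 h reaction at room temperature, pH 8.0.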
KCNH2 3.1 block: KCNH2 3.1 (human) potassium channel inhibition; activity change, % (tested at about 1.8 µM); U2OS KCNH2 3.1, thallium flux FluxOr; hits give low values; AID 720553; 340,000 tested, 0.95% active;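 active = maximum activity change below -70%; inconclusive = maximum activity change from -70% to -50%; inactive = maximum activity change above -50%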;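 note: thallium influx rate constant from kinetic fluorescence after stimulation buffer; % is set by controls: 0 for no effect and ±100 for the full control effect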
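Thallium flux via FluxOr fluorescence (Red40 quencher, 45 min loading) in U2OS cells virally expressing the KCNH2 3.1 isoform (1.77 x 10^8 /mL virus, overnight at 37 C). Rate constants from 2-min kinetic reads post-stimulation, normalised to positive and negative controls.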
Menin-MLL TR inh: menin-MLL binding inhibition, Texas Red mutant peptide. 270,000 tested, 0.23% active. Potency, µM (titrated, usually from 61.6 µM), for the others: at the highest dose FP activity change, negative = inhibition, usual class: inhibitors. Menin + Texas Red MLL mutant peptide, fluorescence polarization. AID 1768. O00255; active = well fitted inhibition curve with a large enough effect in the polarisation, with a control signal flat, not every such curve was filed as active; inconclusive = small, poorly fitted or top-dose-only effect, or effect the other way, or a change in a side signal; inactive = no such curve, though single readings can be large or run the other way; the % refers to the polarisation; note: potency is the fitted concentration of half-maximal effect; % of control where 0% means no effect; many of its hits are not listed in these tables
Coupling enz: counter-screen for Giardia aldolase inhibitors: coupling enzyme system | coupling enzyme system counterscreen, AmpLite Red fluorescence | activity change, negative = inhibition, % at 58.2 µM, hits read low | 290,000 tested, 0.67% active | AID 2472; in the data active = activity change below about -30%; note: % is set by controls: 0 for no effect and ±100 for the full control effect
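Counterscreen lacking aldolase: glyceraldehyde-3-phosphate coupling-enzyme reagent preincubated 10 min at RT with compound (at 57.5 uM final), then substrate/coupling system with AmpLite Red added; fluorescence read at 525/598 nm after 20 min RT.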
CXXC DNA block: MLL CXXC-DNA interaction inhibition; Q03164; MLL-CXXC / FITC-HOXA9 DNA fluorescence polarization; Potency, µM (top dose mostly 115 µM), without a hit: top-dose activity change, negative = inhibition, most hits filed as inhibitors; 290,000 tested, 0.037% active; active = well fitted inhibition curve with a large enough effect in the polarisation, with a control signal flat, not every such curve was filed as active; inconclusive = small, poorly fitted or top-dose-only effect, or effect the other way, or a change in a side signal; inactive = no such curve, though single readings can be large or run the other way; the % refers to the polarisation; note: potency is the fitted concentration of half-maximal effect
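Steps: dispense CXXC domain solution (7 uM) → pin compounds or unlabeled HOX-A9 DNA control → 5 min ambient → add FLSN-HOX-A9 solution (50 nM) → spin → 30 min ambient → fluorescence polarization. Tris pH 7.5/NaCl/DTT/BSA buffer.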
KCNH2 WT inh: blocks the wildtype human KCNH2 potassium channel; U2OS, BacMam KCNH2, thallium flux FluxOr; hits give low values; activity change, % at 1.84 µM; 340,000 tested, 0.37% active;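 active = maximum activity change below -70%; inconclusive = maximum activity change between -70% and -50%; inactive = maximum activity change above -50%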; note: % is set by controls: 0 for no effect and ±100 for the full control effect
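U2OS cells transduced with wild-type KCNH2 virus are loaded with FluxOr dye for 45 min, and thallium flux is measured in kinetic reads before and after stimulation buffer. Rate constants are normalized to DMSO controls.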
The depositor's hits bear a star; u = inconclusive; x = no result given; [ ] = dose if it differs, or a comment. Unless noted, calls come from the whole dose curve; as a rule, active = well fitted curve in the direction sought with a large enough effect; inconclusive = small, poorly fitted or top-dose-only effect, or another doubt; inactive = no such curve, though single readings can be large; an effect the other way counts as inactive or inconclusive. Only part of the results is shown; rates above refer to the full screens.

SMILES	Giardia killer	USP2a inh	TRPV1 ag	B2AR arrestin	PKM2 act	GALK inh	KCNH2 3.1 block	Menin-MLL TR inh	Coupling enz	CXXC DNA block	KCNH2 WT inh
COc1ccc2c(c1OC)C(C1c3c(cc4c(c3OC)OCO4)CCN1C)OC2=O (stereo not given)	-17	7%	2	0.0%	-5%	-3%	-5	-7%	-1	-4%	-1
COc1ccccc1-c1c(C(F)(F)F)oc2cc(OC(=O)c3cccc([N+](=O)[O-])c3C)ccc2c1=O	-8	-1%	16	-0.6%	-14%	-3%	0	-13%	-3	13%	9
Cc1c(NC(=O)c2cc3ccccc3oc2=O)c(=O)n(-c2ccccc2)n1C	15	-1%	4	-0.3%	0%	1%	-9	-1%	1	6%	-4
COc1ccc(S(=O)(=O)NCCC(=O)NCc2cccs2)cc1	15	-6%	0	-0.7%	0%	0%	-12	-3%	2	17%	-4
O=C(NCc1ccccc1OC(F)(F)F)C1CCC(=O)N(Cc2ccccn2)C1 (stereo not given)	-10	-1%	-1	0.2%	x	-2%	-18	0%	-3	2%	-6
C=CCn1c(SCc2ccccc2C#N)nnc1-c1ccccc1O	-5	2%	0	-0.3%	0%	2%	-8	-22%	0	-7%	-14
CCOc1ccccc1NC(=O)N1CCCc2ccccc21	-6	-1%	17	u	1%	2%	4	u	6	-2%	1
CCOc1ccc(NC(=O)c2cc(Cl)nc3ccccc23)cc1	-5	0%	1	-0.9%	1%	6%	-13	x	0	5%	-3
COc1ccc(C(NC(=O)c2ccc(-c3ccccc3)cc2)c2ccccc2)cc1 (stereo not given)	8	-1%	12	-0.2%	5%	-3%	-23	0%	x	26%	1
CC(C)CCN1CCC(n2nccc2NC(=O)C2CCOC2)CC1 (stereo not given)	9	0%	1	-0.3%	x	3%	8	4%	-3	12%	-10
C=CCNCCCCOc1ccc(OCc2ccccc2)cc1	25	0%	3	-0.2%	14%	-1%	u	-26%	2	9%	x
CCOC(=O)N1CCC(c2cc(=O)n3[nH]ccc3n2)CC1	-7	1%	-1	-0.1%	0%	1%	2	1%	4	-4%	6
O=C(Nc1ccccc1)C(Cc1cccs1)c1nn[nH]n1 (stereo not given)	6	2%	0	-0.3%	3%	-1%	7	-1%	5	-9%	2
COc1ccc(N2CCN(c3nc(NCCc4ccc(OC)c(OC)c4)nc(OC)n3)CC2)cc1	4	x	u	x	5%	0%	-48	u	-6	-7%	-9
O=C(NCCCC(=O)N1CCOCC1)c1cccnc1	-25	5%	5	-0.2%	-2%	4%	36	1%	1	6%	8
O=C(c1cccnc1)C1CCCN(Cc2nc(Cc3ccccc3)no2)C1 (stereo not given)	-13	1%	2	-0.6%	14%	4%	4	u	-1	-19%	-3
N#CCCn1cc(/C=N/O)c(-c2ccccc2)n1	-14	9%	-9	0.3%	-2%	2%	16	0%	7	4%	17
CCN1CCN(CC(O)COCCOc2ccc(Br)cc2)CC1 (stereo not given)	-4	1%	3	-0.5%	7%	1%	x	6%	3	-2%	-6
COc1ccc(NC(=O)COc2ccccc2Cc2ccccc2)cc1S(N)(=O)=O	-2	-1%	6	0.0%	9%	0%	-9	2%	0	1%	7
CCCCN(C(=O)Nc1ccc(OCC)cc1)C1CCN(C(C)=O)CC1	-5	0%	3	0.1%	-3%	-3%	5	-8%	x	-1%	-12
Cc1cccc(Nc2nc(N)c([N+](=O)[O-])c(N3CCCC(C)C3)n2)c1 (stereo not given)	3	-9%	8	-0.2%	1%	0%	2	17%	1	6%	-9
Cc1nc(Nc2ccc(S(=O)(=O)N3CCCC3)cc2)c2nnn(Cc3ccccc3)c2n1	0	0%	-12	-0.4%	-4%	-2%	-9	-2%	5	-21%	-2
COc1ccc(CCN2CC(C(=O)NCc3ccco3)CC2=O)cc1OC (stereo not given)	4	-3%	3	-0.1%	u	1%	24	u	3	3%	-3
Cc1ccc(S(=O)(=O)N=S(CCO)CCO)cc1	28	2%	0	-0.6%	-2%	1%	11	-3%	0	12%	1
Cc1cc(NC(=O)c2cccc(COc3ccc(Br)cc3)c2)no1	-9	2%	3	0.2%	0%	0%	-8	8%	0	4%	3
CC(=O)c1cccc(CN2CCC(C(=O)Nc3cccc(-c4ccn[nH]4)c3)CC2)c1	3	2%	1	0.4%	x	-1%	-4	x	x	7%	-2
CCCCCCCN1C(Nc2ccccc2)=NC[C@@H]1CC(C)C	23	0%	-2	0.3%	-4%	x	-17	-7%	2	48%[activator]	3
O=C1NC2(CCCC2)Oc2ccccc21	-9	6%	0	0.1%	-11%	-2%	15	-4%	4	-4%	1
O=C(CN1C(=O)CC(c2ccccc2)Sc2ccccc21)NCC1CCCO1 (stereo not given)	-19	-2%	-1	0.1%	-6%	2%	-9	-20%	-1	-1%	2
CCC(=O)OCC(=O)Nc1cc(C)c(C)cc1[N+](=O)[O-]	-21	7%	2	-0.9%	0%	1%	-4	-2%	3	-6%	3
CC(C)CC(Nc1ncnc2scc(-c3ccccc3)c12)C(=O)O (stereo not given)	6	-1%	0	0.1%	6%	0%	5	-5%	14	-23%	-6
Cc1ccc(-c2nnn(CC(=O)N(c3cnc4ccccc4c3)C(C(=O)NC3CCCC3)c3ccncc3)n2)o1 (stereo not given)	-10	2%	-2	-0.2%	-5%	-8%	7	u	1	6%	-9
CCOC(=O)N1CCN(S(=O)(=O)N2CCCC(C(=O)NCc3cccc(OC)c3)C2)CC1 (stereo not given)	8	2%	5	0.2%	x	7%	-4	x	x	7%	7
O=C(CN(c1ccccc1)S(=O)(=O)c1ccccc1)Nc1ccc(F)cc1	-7	-1%	23	0.1%	x	-1%	-7	u	0	-12%	0
COc1ccc2oc3ccccc3c(=O)c2c1	13	-1%	1	0.4%	2%	x	26	x	0	-7%	-8
O=S(=O)(Nc1ncccn1)c1ccc(NC(=S)NCc2cccnc2)cc1	13	-4%	0	-0.2%	18%	7%	-4	12%	6	-3%	-5
Cc1ccc(S(=O)(=O)/C(C#N)=C/c2c(N3CC(C)OC(C)C3)nc3ccccn3c2=O)cc1 (stereo not given)	4	-7%	8	-0.7%	1%	0%	-19	6%	x	3%	9
O=C1CCC(C(=O)N2CCN(c3ccccc3)CC2)CN1CC1CCCCC1 (stereo not given)	20	-1%	10	-0.7%	0%	-7%	-10	x	x	5%	0
COc1cc(CN2CCC(Cc3ccccc3)CC2)cc(OC)c1OC	10	-2%	3	-3.2%	-1%	4%	4	u	3	20%	14
CC(C)(C)c1cc(C(=O)NNC(=O)c2ccc(Cl)cc2)no1	0	3%	82*	0.2%	-3%	5%	-4	x	9	-18%	-13
COc1ccc(-n2cc(CNCc3cccnc3)c(-c3cccc(F)c3)n2)cc1	12	-8%	u	2.2%	-5%	3%	-48	9%	-1	0%	0
CCOC(=O)C1=C(O)/C(=C/c2ccc(CNC(=O)C(=O)Nc3ccc(C)cc3)o2)N=C1C	-17	-7%	0	-0.1%	12%	0%	-2	u	-26	19%	-13
Cc1ccc(/C=N\NC(=O)/C(=C\Nc2nccc(C)n2)NC(=O)c2ccccc2)cc1	-8	4%	1	-0.6%	1%	4%	0	x	0	4%	-5
O=C(NCC1(c2ccccc2)CCCC1)c1ccc(Br)cc1	-6	2%	u	-0.7%	-4%	-1%	0	9%	-4	2%	0
CCCNC(=O)c1ccc(N2CCC3(CC2)CC(c2cccc(Br)c2)=NO3)c(NC(=O)c2ccc(Cl)c([N+](=O)[O-])c2)c1	2	0%	-6	-1.0%	x	x	u	x	x	x	-48
COc1ccc(CCNC(=O)Cn2c(=O)[nH]c3ccsc3c2=O)cc1OC	-7	-1%	-3	-0.4%	-4%	-2%	20	1%	6	15%	-7
CCOC(=O)C(Cc1ccccc1)C(=O)NCc1ccccc1 (stereo not given)	-1	1%	9	-0.4%	3%[11.5 µM]	-1%	-11	1%	-5	17%	0
CN(Cc1ccccc1)C(=O)c1ccc(NC(=O)Cc2cccc([N+](=O)[O-])c2)cc1	32[activator]	2%	x	0.1%	x	x	u	x	x	x	3
COCCN(Cc1nc2ccccc2c(=O)[nH]1)C(=O)COc1cccc(C(C)=O)c1	33[activator]	-3%	2	0.1%	x	x	13	x	x	x	-5

Exported with values under each structure: part of the list above.
Fields – Giardia killer, USP2a inh, TRPV1 ag, B2AR arrestin, PKM2 act, GALK inh, KCNH2 3.1 block, Menin-MLL TR inh, Coupling enz, CXXC DNA block, KCNH2 WT inh
COc1ccc(CCNC(=O)Cn2c(=O)[nH]c3ccsc3c2=O)cc1OC
  -7, -1%, -3, -0.4%, -4%, -2%, 20, 1%, 6, 15%, -7
CCOC(=O)C(Cc1ccccc1)C(=O)NCc1ccccc1 (stereo not given)
  -1, 1%, 9, -0.4%, 3%[11.5 µM], -1%, -11, 1%, -5, 17%, 0
